Source: PubChem (National Center for Advancing Translational Sciences (NCATS))
GAA glycogen mod = alters human alpha-glucosidase cleavage of glycogen. P10253. recombinant GAA, glycogen substrate, Amplex Red glucose oxidase fluorescence. Potency, µM (doses to about 76.4 µM), without a hit: at the top dose activity change, negative = inhibition, most hits filed as inhibitors. 0.38% of 300,000 active. AID 2100;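 also: potency is read from the fitted curve at half-maximal effect; 0% = full enzyme reaction and -100% = no-enzyme basal signal; the screen sought inhibitors and activators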
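Recombinant human alpha-glucosidase (4 nM final) hydrolysed bovine liver glycogen (30 ug) for 40 min at 37 C in pH 5.0 citrate/phosphate with 0.01% Tween-20. Released glucose detected by glucose oxidase/Amplex Red, Ex 573/Em 610 nm. Compounds up to 77 uM; AC50 from Hill fits.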
Lamin A splicing = changes lamin A minigene splicing in HeLa cells. AID 1487. Potency, µM (titrated, usually from 46.1 µM), for inactives: at the highest dose ratio change, negative = inhibition, actives largely listed as inhibitors. 0.01% of 200,000 active. HeLa LMNA splicing GFP/RFP minigene ratio, 48 h; active = well fitted inhibition curve with a large enough effect in the signal ratio, with a control signal flat, not every such curve was filed as active; inconclusive = small, poorly fitted or top-dose-only effect, or effect the other way, or a change in a side signal; the % refers to the signal ratio; also: potency is read from the fitted curve at half-maximal effect; % is scaled to controls: 0 for no effect and ±100 for the full control effect
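Read-out is the ratio of GFP to DsRed2 object intensity, acquired by 488 nm laser-scanning cytometry on HeLa lamin A-EGFP minigene reporter cells. Compound incubation 48 hrs at 37 °C in Opti-MEM with 2% FBS; DMSO 0.5% final.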
HTT cytoprotect = protects HTT-Q103 PC12 cells, measured by ATP. 0.14% of 230,000 active. Potency, µM (titrated, usually from 56.4 µM), for the others: cytoprotection (ATP increase), most hits filed as activators. PC12 HTT-Q103 induced, cytoprotection, ATP luminescence, 40 h. AID 1471;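 also: potency is read from the fitted curve at half-maximal effect; % of control where 0% means no effect; nearly all actives have a fitted effect of over 45% in size; toxic huntingtin expression switched on by the ecdysone agonist tebufenozide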
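Huntington model: PC12 line, ecdysone-inducible HTTQ103 exon1–GFP, tebufenozide 100 nM. Test articles in a dose series. Endpoint luminescence from cellular ATP.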
GAA inh = blocks human lysosomal alpha-glucosidase; Potency, µM (top dose mostly 76.9 µM), for the others: at the top dose activity change, negative = inhibition, hits mostly inhibitors; 0.005% of 200,000 active; purified human GAA, 4-MU-alpha-glucoside fluorescence;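 also: potency is read from the fitted curve at half-maximal effect; plate controls were uninhibited enzyme wells for no effect and no-enzyme background for full effect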
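Human alpha-glucosidase, 4 nM, pre-mixed with test compounds before 400 uM 4-methylumbelliferyl substrate; 20 min room temperature at pH 5.0. Fluorescence read after pH 10 stop; AC50 values from Hill-equation fits.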
HttQ103 aggreg = inhibitors of mutant huntingtin aggregate formation in PC12 cells | PC12 HttQ103-GFP aggregates, Acumen cytometry, 40 h | Potency, µM (series often up to 46.1 µM), without a hit: top-dose activity change, negative = inhibition, hits mostly inhibitors | 1.1% of 220,000 active; also: potency is read from the fitted curve at half-maximal effect; % is scaled to controls: 0 for no effect and ±100 for the full control effect; nearly all actives have a fitted effect of over 60% in size
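Inducible Q103 Huntingtin exon 1–GFP PC12 line, 1500 cells/well in phenol red free DMEM with 5% equine and 5% calf serum. Tebufenozide 100 nM induced expression; compounds titrated; aggregates quantified by cytometry.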
aGlu spleen mod = inhibits or activates alpha-glucosidase in human spleen homogenate; P10253; human spleen homogenate, 4-MU-alpha-glucoside fluorescence; Potency, µM (highest dose often 79.9 µM), without a hit: at the top dose activity change, negative = inhibition, hits mostly inhibitors; 0.006% of 240,000 active; AID 2112;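 also: potency is read from the fitted curve at half-maximal effect; 0% = enzyme with vehicle and -100% = no enzyme basal signal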
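AC50 values come from Hill-equation fits of concentration-response data, normalized to no-enzyme and full-activity controls. Enzyme source: 1 ug human spleen homogenate; 1 mM fluorogenic 4-MU glucoside, pH 5.0 citrate buffer, 37 C, 40 min.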
CBFb RUNX1 block = blocks binding between human CBF-beta and RUNX1; Q01196+Q13951; AlphaScreen CBFb-His/RUNX1-biotin binding, biochemical; Potency, µM (doses to about 59.8 µM), without a hit: at the top dose activity, negative = inhibition, actives largely listed as inhibitors; 230,000 tested, under 10 active; also: % of control where 0% means no effect
Target sequence (Q01196 whole entry, looked up): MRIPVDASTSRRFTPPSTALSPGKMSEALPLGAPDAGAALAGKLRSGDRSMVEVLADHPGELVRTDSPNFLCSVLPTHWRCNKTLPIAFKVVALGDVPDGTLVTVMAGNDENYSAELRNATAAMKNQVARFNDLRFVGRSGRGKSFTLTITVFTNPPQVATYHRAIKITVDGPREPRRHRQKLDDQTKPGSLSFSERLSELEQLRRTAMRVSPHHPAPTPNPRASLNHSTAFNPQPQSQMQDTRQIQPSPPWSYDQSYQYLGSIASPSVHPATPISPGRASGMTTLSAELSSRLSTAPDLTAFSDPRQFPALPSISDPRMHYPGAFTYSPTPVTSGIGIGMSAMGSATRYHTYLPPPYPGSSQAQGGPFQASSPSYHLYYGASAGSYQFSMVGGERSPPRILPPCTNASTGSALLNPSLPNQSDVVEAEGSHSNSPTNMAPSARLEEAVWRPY
Target sequence (Q13951 whole entry, looked up): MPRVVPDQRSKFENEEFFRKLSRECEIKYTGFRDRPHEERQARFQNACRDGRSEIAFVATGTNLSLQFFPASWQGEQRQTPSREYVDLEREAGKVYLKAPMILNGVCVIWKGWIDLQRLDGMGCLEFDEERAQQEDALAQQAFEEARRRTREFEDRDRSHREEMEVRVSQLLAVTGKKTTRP
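His-tagged CBF-beta and biotinylated RUNX1 (30 nM each) were premixed 20 min at room temperature, exposed to compound for 15 min, then given nickel-chelate and streptavidin AlphaScreen beads (50 ng each). After 90 min, AlphaScreen signal was read.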
* = called active by the depositor; ? = inconclusive; nt = not tested or not shown; [ ] = another dose, or the depositor's remark. Unless noted, calls follow the shape of the dose curve; as a rule, active = well fitted curve in the direction sought with a large enough effect; inconclusive = small, poorly fitted or top-dose-only effect, or another doubt; inactive = no such curve, though single readings can be large; an effect the other way counts as inactive or inconclusive.

Structure | aGlu spleen mod | GAA inh | GAA glycogen mod | HTT cytoprotect | HttQ103 aggreg | Lamin A splicing | CBFb RUNX1 block
Cc1ccc(C(=O)Nc2ccc3c(c2)CCC3)o1 | -4.2% | -1.8% | -5.1% | -47.1%[inhibitor][10 µM] | -27.8% | -3.9% | 4.3%
COCCCNC(=O)Cn1cnc2sc(C)c(S(=O)(=O)N3CCN(c4ncccn4)CC3)c2c1=O | 10.8% | 0.2% | 0.3% | -14.5% | -10.7% | 2.6%[46 µM] | 7.6%
Cc1ccc(N2C(=O)CC(Nc3ccc(Cl)c(S(=O)(=O)N(C)C)c3)C2=O)c(C)c1 (stereo not drawn) | 0.8% | 7.9% | -0.2% | -28.0% | 2.2% | -8.6%[46 µM] | 1.6%
CCCCNC(=O)CCNS(=O)(=O)c1ccc(Br)cc1 | -7.9% | ? | 5.9% | 10.9%[10 µM] | 7.0% | -4.8% | 4.6%
Cc1cccc(OCCSc2nc3c([nH]2)c(=N)ncn3Cc2ccccc2)c1 | -1.4% | -0.3% | 1.7% | 1.1%[10 µM] | -15.8% | -15.1% | -1.3%
Cc1cc(C)nc(N(C#N)S(=O)(=O)c2ccccc2Cl)n1 | 2.4% | 7.6% | 8.2% | ? | -10.9% | -4.1% | 3.2%
c1cnc(Sc2ccc3nnnn3n2)nc1 | -0.3% | -0.4% | 7.7% | 19.5% | -8.9% | 11.0%[46 µM] | 4.4%
CCOc1ccccc1NC(=O)COC(=O)CNS(=O)(=O)c1ccc(C)cc1 | -15.3% | -1.1% | 11.9% | 22.6%[10 µM] | -6.4% | -4.5% | 1.1%
CC1=C(C)[N+](=O)C2(O)CCCCC2(C)N1[O-] (stereo not drawn) | -3.1% | 13.2% | 2.2% | 4.4% | 0.4% | -7.3% | 4.0%
COc1ccc(C2Nc3ccccc3C(=O)N2O)cc1OC (stereo not drawn) | 0.8% | ? | ? | -21.0% | -20.4% | -6.5% | -2.4%
CCn1c(SCC(=O)Nc2ccc(C)cc2)nnc1-c1ccccn1 | 11.5% | nt | -10.5% | -30.2%[10 µM] | -4.9%[9.22 µM] | nt | -5.6%
CCN(Cc1ccncc1)C(=S)Nc1ccc(Cl)cc1 | 1.3% | 9.2% | 4.0% | -19.2% | -3.0% | 4.4%[9.22 µM] | 8.5%
O=c1[nH]c(N/N=C/c2ccc(O)cc2)nc2ccccc12 | 19.0% | ? | -26.2% | 0.5%[10 µM] | 19.3% | ? | -7.9%
CC(NC(=O)Nc1nnc(C(F)(F)F)s1)(C(F)(F)F)C(F)(F)F | -19.5% | -4.1% | -16.9% | -59.3%[inhibitor] | 2.24µM* | ? | 4.9%
O=C1CCC[C@@H]2CC(Nc3ccc(F)cc3F)C[C@@H]3CCN1[C@H]23 (stereo partly drawn) | 0.2%[119 µM] | nt | nt | -9.9% | nt | nt | -15.3%[89.1 µM]
Cc1oc(C)c2c(=O)ccc3c(c12)OC(N)=C(C#N)C3c1ccc(F)cc1 (stereo not drawn) | 0.6% | -12.5% | 8.7% | 10.6% | 6.3% | ? | 3.0%
CCOC(=O)c1sc(NC(=O)c2ccc(S(=O)(=O)N3CCOCC3)cc2)nc1-c1ccccc1 | -1.3% | -7.7% | -4.8% | -9.4%[10 µM] | 0.8% | ? | 1.7%
Cc1ccc(CCC(=O)Nc2ccc(S(N)(=O)=O)cc2)o1 | -3.2% | -14.5% | 6.4% | -8.7% | 5.4% | 5.2% | 4.8%
Cc1cc2c(C)nc(N/N=C/c3ccc(F)cc3)nc2o1 | -14.3% | -0.3% | -5.5% | -8.7%[10 µM] | 0.1% | -21.6% | 2.6%
C=CCN1c2ccccc2[C@]23C[C@@H](C(=O)OC)N(C(=O)COCc4ccccc4)C2=NC(C(=O)OC)=C(C(=O)OC)[C@H]13 | 5.3%[17.4 µM] | nt | nt | -16.8%[10 µM] | nt | ? | 7.0%[13.1 µM]
Cn1c(=O)c(=O)n(C)c2cc(S(=O)(=O)N3CCc4ccccc43)ccc21 | -3.9% | 2.4% | 3.6% | -4.6% | -19.4% | ? | 6.2%
O=C(NNC(=O)[C@@H]1CCCC[C@@H]1C(=O)O)c1cccs1 | -12.3% | -1.4% | 3.0% | 10.3%[1.9 µM] | -7.1% | -3.9% | 8.2%
CCCCCCN(C(=O)CCCCCN1C(=O)NC(c2ccccc2-c2ccccc2)C(C(=O)OCc2ccccc2)=C1C)C(C(=O)NCCCC)c1ccc(OCC(=O)OC)c(C(=O)OC)c1 (stereo not drawn) | -14.3% | nt | nt | 7.2% | nt | nt | 19.4%
COc1ccc(N2CC(C(=O)Nc3ccc4c(c3)OCO4)CC2=O)cc1 (stereo not drawn) | 4.0% | 6.5% | 5.0% | -3.4%[10 µM] | 10.8% | -8.3% | 1.9%
CN(Cc1ccc(-n2cccn2)cc1)C(=O)c1cnn2c1NC(c1ccco1)CC2C(F)(F)F (stereo not drawn) | 8.1% | 4.7% | -8.0% | 25.9%[10 µM] | ? | ? | -13.0%
CCCCNC(=O)C1CCC(CNS(=O)(=O)c2ccc(C)cc2)CC1 (stereo not drawn) | -6.6% | -4.0% | 2.8% | nt | 5.3% | ? | 11.0%
Cc1cc(Cl)ccc1NNC(=O)c1c(C)noc1C | 6.8% | 1.5% | ? | -7.7%[10 µM] | 0.6%[9.22 µM] | ? | 16.3%
COc1ccc2nc(NC(=O)CSc3nc(C)cc(C)n3)sc2c1 | -2.2% | -0.8% | -5.2% | -14.8% | -5.8%[9.22 µM] | ? | -7.6%
CN(C(=O)CSc1nnc(NC2CCCCC2)s1)C1CCS(=O)(=O)C1 (stereo not drawn) | -0.2% | ? | 3.1% | -9.2% | 6.2% | 0.2% | 5.2%
CCCCN(C)C(=O)c1cn(C)c2ccc(S(=O)(=O)N(C)C)cc2c1=O | -1.2% | 5.0% | 0.3% | -1.5% | 3.8% | -14.3% | 3.2%
Cc1ccc(-c2ccc(/C=C(\C#N)C(=O)Nc3cc(C)nn3-c3ccccc3)o2)cc1 | -5.4% | 0.1% | 4.4% | -8.5%[10 µM] | ? | -7.4% | 3.5%
Cc1c(NS(=O)(=O)N2CCCCC2)c(=O)n(-c2ccccc2)n1C | 4.5% | 0.4% | 0.2% | 8.0% | 4.4% | 0.8% | 6.2%
NC(=O)COC(=O)c1sc2cc(F)ccc2c1Cl | -2.0% | 7.3% | 3.1% | -31.4%[inhibitor] | -6.4% | nt | 3.4%
O=C(NC(=S)Nc1ccccc1Cl)c1cncc(C#Cc2ccccc2)c1 | 2.8% | nt | 0.8% | 21.8%[10 µM] | 12.9%[9.22 µM] | nt | 4.3%
CC(C)N(C(=S)NC1CCCCC1)c1ccccc1 | 6.5% | -12.3% | -18.6% | -20.0% | -15.1% | 4.0%[46 µM] | 13.3%
COc1ccc(C(=O)/C=C/c2ccccc2F)c(OC(=O)c2ccc([N+](=O)[O-])cc2)c1 | 1.3% | 4.9% | -13.0% | -48.6%[inhibitor] | 0.3% | 4.4% | -12.9%
CCC1Oc2ccc(C)cc2N(CC(=O)N(Cc2cccnc2)Cc2ccc(C)o2)C1=O (stereo not drawn) | 1.9% | -7.2% | -9.2% | -17.2%[10 µM] | ? | -11.6% | 2.0%
Clc1ccccc1OCCN1CCCCC1 | -4.7% | 1.1% | 3.1% | 7.8% | 22.0% | -4.5% | 3.5%
FC(F)(F)c1cnc(C(c2ccccn2)c2ncn[nH]2)c(Cl)c1 (stereo not drawn) | -0.8% | 2.6% | 2.6% | 12.7%[10 µM] | 12.6µM* | ? | nt
O=C(Oc1ccc([N+](=O)[O-])cc1)c1ccc2ccccc2n1 | -18.9% | ? | 4.1% | 29.1%[10 µM] | -29.6% | -6.0% | 12.5%
CCc1ccc(-n2c(O)cnc2Nc2nc(C)cc(C)n2)cc1 | -6.7% | -4.0% | 2.0% | 10.1% | 2.9% | 3.3% | 0.1%
CCOC(=O)CCC(=O)NCc1ccc2c(c1)cc(C)n2C | -2.1% | -15.8% | ? | ? | ? | 0.7% | 1.6%
Cc1c(C(=O)NCC(C)C)sc2nc(-c3ccc(F)cc3)cn12 | -3.3% | 1.5% | 0.2% | -11.6% | -6.4% | -4.4% | 11.8%
Clc1ccc(NCc2nncn2-c2ccccc2)cc1 | -2.7% | -4.2% | -0.5% | 6.5%[10 µM] | -9.2% | -1.3% | -4.3%
C[C@@H](C1=C(CCN(C)C)Cc2ccccc21)c1ccccn1 | -1.2% | nt | nt | -9.2% | nt | nt | 5.4%[21.7 µM]

HttQ103 aggreg, entries above that show a hit.
SMILES | GAA inh | GAA glycogen mod | HttQ103 aggreg | Lamin A splicing | CBFb RUNX1 block
CC(NC(=O)Nc1nnc(C(F)(F)F)s1)(C(F)(F)F)C(F)(F)F | -4.1% | -16.9% | 2.24µM* | ? | 4.9%
FC(F)(F)c1cnc(C(c2ccccn2)c2ncn[nH]2)c(Cl)c1 (stereo not drawn) | 2.6% | 2.6% | 12.6µM* | ? | nt

Next part
Structure | aGlu spleen mod | GAA inh | GAA glycogen mod | HTT cytoprotect | HttQ103 aggreg | Lamin A splicing | CBFb RUNX1 block
Cc1[nH]ncc1-c1ccccc1Cl | 1.6% | nt | -3.2% | 8.4%[10 µM] | 0.0%[9.22 µM] | nt | 5.0%
COC(=O)c1oc2ccccc2c1N | -5.4% | -3.8% | 10.5% | -5.1%[10 µM] | 16.1% | 3.1% | -5.9%
CCCSC1=C(C#N)C(c2cccs2)C(C(=O)Nc2ccccc2)=C(C)N1 (stereo not drawn) | -0.2% | 2.4% | -18.9% | 13.6%[10 µM] | 8.6% | -8.9% | -11.1%
Nc1nc2ncc(C(=O)c3cc(F)ccc3O)cc2s1 | 3.7% | -6.0% | 6.1% | -2.2%[10 µM] | -19.1%[9.22 µM] | nt | -3.4%
COc1ccc(NC(=O)/C(C#N)=C\c2ccc(OCc3ccc(C(=O)O)cc3)c(OC)c2)cc1 | 7.1% | -9.6% | nt | -30.2%[inhibitor] | -5.0% | nt | -16.2%
COC(=O)c1c(C)oc(C)c1S(=O)(=O)NCc1ccc(Cl)cc1 | -15.0% | nt | 0.2% | -5.2%[10 µM] | 4.1%[9.22 µM] | nt | 7.1%
CCOc1ncccc1C(=O)OCC(=O)NCCc1ccccc1 | -12.0% | -4.2% | 10.7% | 10.1% | -5.6%[9.22 µM] | -5.3% | -2.2%
O=S(=O)(c1ccc(F)cc1)N1CCCC(CO)C1 (stereo not drawn) | -1.1% | -0.9% | 1.4% | -5.1% | 4.5% | -6.2% | -0.8%

The order is random; 1.5% or so of the library scored in one or more.
